MPTP inh = permeability transition pore inhibition. isolated mouse mitochondria, Ca2+ swelling absorbance, 30 min. inhibition, % at 10 µM. 1.4% of 360,000 active. AID 602449;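 active = inhibition of 50% or more, scaled per plate between neutral and stimulator controls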;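 note: 0% = DMSO wells given calcium and 100% = 1 mM EGTA wells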
SENP8 inh = inhibitors of human SENP8 protease; inhibition, % at 20 µM; recombinant SENP8, Nedd8 substrate fluorescence; 0.64% of 360,000 active; Q96LD8; AID 602440; in the data active = inhibition mostly above about 40%, no sharp cut-off; inactive = mostly below about 27%
Target sequence (Q96LD8 whole entry, looked up): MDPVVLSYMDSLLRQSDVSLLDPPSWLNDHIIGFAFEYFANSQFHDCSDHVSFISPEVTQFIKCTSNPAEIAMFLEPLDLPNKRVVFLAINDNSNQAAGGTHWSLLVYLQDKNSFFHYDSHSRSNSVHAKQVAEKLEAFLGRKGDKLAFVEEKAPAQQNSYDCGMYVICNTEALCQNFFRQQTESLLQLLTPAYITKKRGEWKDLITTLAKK
Active calls of the source: *; i = inactive. An excerpt; the hit share may differ from the screen's.

SMILES	MPTP inh	SENP8 inh
CCCNC(=O)N[C@H]1C=C[C@H](CC(=O)OC)O[C@@H]1CO	-0.2	15
O=S1(=O)CC(N2CCN(Cc3ccccc3F)CC2)CN1Cc1cn(Cc2ccc(C(F)(F)F)cc2)nn1 (configuration not stated)	0.1	10
CCN(c1cccc(C)c1)S(=O)(=O)c1cc2[nH]c(=O)c(=O)[nH]c2cc1C	-0.5	-265
CC(=O)Nc1ccc(NC(=O)C2Cc3c(-c4cccc(F)c4)ccnc3O2)cc1 (configuration not stated)	0.7	14
COCCNc1nc(NCc2ccc(NC(C)=O)cc2)c2sccc2n1	-1.4	-26
Cc1ccccc1S(=O)(=O)NC(=O)C1(C)CCN1C(=O)Cc1cc(F)ccc1F (configuration not stated)	0.0	13
COC(=O)N1CCCCC1c1cc(C(=O)Nc2cccc3c2CCCC3)no1 (configuration not stated)	-0.8	15
CN1CCN(c2cccc3c2S(=O)(=O)N[C@@H](Cc2ccccc2)CO3)CC1	-1.1	8
CCCCNC(=O)C1C(c2ccc(OC)cc2)=Nc2ccccc2N1C(=O)c1ccc2ncccc2c1 (configuration not stated)	-2.5	-42
COc1cccc(-c2cnc(C(O)c3cc(C)ccc3C)[nH]2)c1 (configuration not stated)	0.9	21
Cc1cccc(C)c1NC(=O)c1ccc2sc([C@@H]3O[C@H](CO)[C@H](O)[C@H](O)[C@H]3O)nc2c1	0.1	25
COC(=O)[C@]12CCCCC=C1N(Cc1ccc(Cl)cc1Cl)C(=O)[C@H](CC(=O)NCc1cccc3ccccc13)C2	-0.1	20
O=C(NCc1ccncc1)[C@@H]1CCCN1C(=O)[C@H]1CCCN1C(=O)c1cccc(Cl)c1	0.6	3
C(=C\c1ccccc1)/CN1CCN(C(c2cc3ccccc3o2)c2nnnn2C2CCCCC2)CC1 (configuration not stated)	4.0	14
CC(C)C[C@@H]1COc2cccc(N3CCC[C@H]3CO)c2S(=O)(=O)N1	-0.3	-23
Cc1cc(F)ccc1C(O)c1ncc(-c2ccccc2C(F)(F)F)[nH]1 (configuration not stated)	1.4	8
CCCCC[C@@H](C)N1C[C@@H](COCc2ccccc2)Oc2cc(N3CCC[C@@H]3COC)ccc2S1(=O)=O	4.3	-21
COc1ccccc1CNc1nc2cc(-c3ccsc3)sc2c(=O)n1C	-0.9	-68
Cc1ccc(CNC(=O)C2(C)CCN2C(=O)Cc2ccc(C(C)(C)C)cc2)cc1 (configuration not stated)	0.5	10
O=C(NCCc1ccccc1F)c1[nH]c(C(F)(F)F)nc1-c1ccccc1	1.1	24
Cc1ccc2nc(-c3ccccc3)c(Cc3cccc(F)c3)n2c1	0.9	-384
CCN(CC)C(=O)c1ccc2nc([C@@H]3O[C@H](CO)[C@H](O)[C@H](O)[C@H]3O)[nH]c2c1	-0.9	12
CCc1ccc2cc(C)cc(C)c2n1	3.0	11
Cc1cccc(C)c1-n1nnnc1-c1nc2cc3ccccc3cc2[nH]c1=O	2.8	21
O=c1[nH]c2cc(O)ccc2c2ccccc12	1.2	-474
CCCc1nc2ccc(C)cn2c1Cc1cccc(Cl)c1	-1.1	-251
N#Cc1ccc(-c2nc3ccc(Cl)cn3c2Cc2cccc(Cl)c2)cc1	-0.3	-339
COc1ccccc1Cc1c(-c2ccc(OC)c(OC)c2)nc2c3ccccc3ccn12	-0.6	-375
CCOC(=O)c1ccc(-c2ccc3ncnc(N(C)Cc4sccc4C)c3c2)o1	-3.4	-336
COc1cccc(Nc2nc(C(N)c3ccccc3Cl)cs2)n1 (configuration not stated)	3.3	-4
CC(=O)Nc1cccc(-c2ccnc3c2CC(C)(C(=O)NCc2ccc(N(C)C)cc2)O3)c1 (configuration not stated)	-0.3	10
Cc1cc(F)ccc1C(O)c1ncc(-c2cccc(OCc3ccccc3)c2)[nH]1 (configuration not stated)	2.7	14
CC(=O)N1CCC(C(=O)N2c3ccccc3N=C(c3ccc(C(F)(F)F)cc3)C2C(=O)NC(C)(C)C)CC1 (configuration not stated)	0.6	-285
CCCC(=O)N1CCCC1(C)C(=O)Nc1cc(C)ccc1C (configuration not stated)	-0.5	5
C[C@H](c1ccccc1)N1C[C@H](COCc2ccccc2)Oc2cc(N3CC[C@H](O)C3)ccc2S1(=O)=O	-0.8	8
Cc1ccc2cc(F)ccc2n1	-0.9	8
Cc1ccc(C(O)c2ncc(-c3ccccc3Cl)[nH]2)cc1F (configuration not stated)	1.9	12
CCc1nc2c(OCc3cc(Cl)cc(Cl)c3)cccn2c1N(C=O)Cc1ccc(OC)cc1	-0.2	-6
c1ccc(CNc2nc(NCc3ccccc3)c3sccc3n2)cc1	91*	-10
O=C1NC[C@H](Cc2ccccc2)N(C[C@@H]2CCCN2C[C@H](Cc2ccc(O)cc2)N2C[C@H](Cc3ccc(O)cc3)N(CCc3ccccc3)C(=O)C2=O)C1=O	-1.5	7
COC(=O)[C@@]12C[C@@H](CC(=O)N3CCC(c4ccccc4)CC3)C(=O)N(Cc3ccc4c(c3)OCO4)C1=CCC(C)(C)C2	-3.3	20
O=C([C@H]1O[C@@H](n2ccc(=O)[nH]c2=O)[C@H](O)[C@@H]1O)N(CCC1=CCCCC1)CC1CC1	-1.8	15
O=C(NC1CCCC1)C(c1ccccc1)n1c(-c2ccc3c(c2)CCO3)nc2ccccc21 (configuration not stated)	-1.7	2
COc1ccc(CCNC(=O)c2cc([C@@H](NC(=O)OC(C)(C)C)C(C)C)sc2N)cc1OC	1.3	18
O=C(C[C@H]1CC[C@H](NC(=O)Nc2ccccc2F)[C@@H](CO)O1)NCc1ccc(-c2ccccc2)cc1	-0.8	12
CCc1ccc2c(F)cccc2n1	-0.5	11
CS(=O)(=O)Nc1ccc(Br)cc1	0.0	8
O=C(c1cc(Cl)cc(Cl)c1)N1CCC(=O)N([C@H](COCc2ccccc2)Cc2ccccc2)CC1	0.3	27
CC(=O)Nc1cncc(-c2cccc(C(=O)NCCN(C)C)c2)n1	-0.7	-47
CC(C)(C)c1ccc(S(=O)(=O)NC(=O)C2(C)CCN2C(=O)C2(c3ccc(Cl)cc3)CC2)cc1 (configuration not stated)	2.2	23
CC(=O)Nc1cc(-c2ccccc2N(C)C)cn2c(-c3ccc(F)c(Cl)c3)cnc12	0.4	-474
N#Cc1ccc(-c2nc3ccc(Br)cn3c2Cc2ccsc2)cc1	-0.1	7
c1ccc(COc2cccc(-c3cc4nc(NCc5cccs5)ccn4n3)c2)cc1	1.3	i
CCCCC1CC2=C(C(=O)OC(C)(C)O2)C(c2ccc3ccccc3c2)O1 (configuration not stated)	0.4	22
Cc1cc2nc(-c3ccccc3)c(CC(C)(C)C)n2c(C)c1Br	1.8	13
O=S1(=O)CC(N2CCC(c3ccccc3)CC2)CN1C1CCCCC1 (configuration not stated)	-0.1	21
CC1=C(O)c2ccccc2C(=O)C1=O	2.1	1
COc1ccc(-c2cnc3c(NC(C)=O)cc(-c4ccccc4OC)cn23)cc1OC	0.7	-385
CC1(C(=O)NS(=O)(=O)c2ccccc2Cl)CCN1C(=O)C1(c2ccc(Cl)cc2)CCC1 (configuration not stated)	-0.2	22
CC(C)C[C@@H](CN)NC(=O)c1nc[nH]c1C(=O)N[C@@H](CC(C)C)C(=O)CNC[C@H](C)NC(=O)c1nc[nH]c1C(=O)N[C@@H](CC(C)C)C(=O)O	-0.3	9

18 of the compounds above, with bars between the fields:
mol | MPTP inh | SENP8 inh
O=C1NC[C@H](Cc2ccccc2)N(C[C@@H]2CCCN2C[C@H](Cc2ccc(O)cc2)N2C[C@H](Cc3ccc(O)cc3)N(CCc3ccccc3)C(=O)C2=O)C1=O | -1.5 | 7
COC(=O)[C@@]12C[C@@H](CC(=O)N3CCC(c4ccccc4)CC3)C(=O)N(Cc3ccc4c(c3)OCO4)C1=CCC(C)(C)C2 | -3.3 | 20
O=C([C@H]1O[C@@H](n2ccc(=O)[nH]c2=O)[C@H](O)[C@@H]1O)N(CCC1=CCCCC1)CC1CC1 | -1.8 | 15
O=C(NC1CCCC1)C(c1ccccc1)n1c(-c2ccc3c(c2)CCO3)nc2ccccc21 (configuration not stated) | -1.7 | 2
COc1ccc(CCNC(=O)c2cc([C@@H](NC(=O)OC(C)(C)C)C(C)C)sc2N)cc1OC | 1.3 | 18
O=C(C[C@H]1CC[C@H](NC(=O)Nc2ccccc2F)[C@@H](CO)O1)NCc1ccc(-c2ccccc2)cc1 | -0.8 | 12
CCc1ccc2c(F)cccc2n1 | -0.5 | 11
CS(=O)(=O)Nc1ccc(Br)cc1 | 0.0 | 8
O=C(c1cc(Cl)cc(Cl)c1)N1CCC(=O)N([C@H](COCc2ccccc2)Cc2ccccc2)CC1 | 0.3 | 27
CC(=O)Nc1cncc(-c2cccc(C(=O)NCCN(C)C)c2)n1 | -0.7 | -47
CC(C)(C)c1ccc(S(=O)(=O)NC(=O)C2(C)CCN2C(=O)C2(c3ccc(Cl)cc3)CC2)cc1 (configuration not stated) | 2.2 | 23
CC(=O)Nc1cc(-c2ccccc2N(C)C)cn2c(-c3ccc(F)c(Cl)c3)cnc12 | 0.4 | -474
N#Cc1ccc(-c2nc3ccc(Br)cn3c2Cc2ccsc2)cc1 | -0.1 | 7
c1ccc(COc2cccc(-c3cc4nc(NCc5cccs5)ccn4n3)c2)cc1 | 1.3 | i
CCCCC1CC2=C(C(=O)OC(C)(C)O2)C(c2ccc3ccccc3c2)O1 (configuration not stated) | 0.4 | 22
Cc1cc2nc(-c3ccccc3)c(CC(C)(C)C)n2c(C)c1Br | 1.8 | 13
O=S1(=O)CC(N2CCC(c3ccccc3)CC2)CN1C1CCCCC1 (configuration not stated) | -0.1 | 21
CC1=C(O)c2ccccc2C(=O)C1=O | 2.1 | 1

The results go on:
SMILES	MPTP inh	SENP8 inh
O=c1[nH][nH]c2c1C(c1ccc(F)cc1)OC(CCc1ccccc1)C2 (configuration not stated)	-4.8	17
CC(C)NC(=O)C1(C)CCN1C(=O)c1cccc(Cl)c1 (configuration not stated)	-0.4	-4
CC(=O)c1cccc(-c2cnc3c(NC=O)cc(-c4ccc(N5CCN(C)CC5)cc4)cn23)c1	0.4	-32
CCCNC(=O)C1(C)CCCN(C(=O)COc2ccc(C(C)(C)C)cc2)C1 (configuration not stated)	-1.3	12
CCCCNC(=O)C1c2ccccc2OCC(=O)N1Cc1ccco1 (configuration not stated)	1.0	18
O=c1c(-c2cccnc2)nc2ccccc2n1C(c1ccccn1)c1nc2ccccc2[nH]1 (configuration not stated)	0.6	-395
COc1ccc(C(=O)NCCNc2nc3cc(C)cc(C)c3cc2C#N)c(OC)c1	1.1	-413
O=c1[nH]cnc2c1nnn2C1OC(CO)C(O)C1O (configuration not stated)	-2.3	9
CCCOc1ccc(F)cc1-c1cc(C(=O)NCc2ccccc2OC)[nH]n1	0.5	7
COCCCNC(=O)C[C@@H]1C[C@@]2(C(=O)OC)CCCCC=C2N(Cc2cccc3ccccc23)C1=O	-0.6	11
O=C(C(=O)N1CCC(c2ccccc2)CC1)c1ccccc1	1.9	29
CCCCC[C@@H](C)N1C[C@@H](COCc2ccccc2)Oc2cc(N3CCC[C@H]3C(N)=O)ccc2S1(=O)=O	0.6	6
Cc1ccc(Cl)cc1-c1cc(C(=O)NCc2cc(C(F)(F)F)cc(C(F)(F)F)c2)[nH]n1	96*	11
COc1ccc(-c2cc(C(=O)NCc3ccc(C(F)(F)F)cc3)[nH]n2)c(C)c1	0.7	13
Nc1nc2c(nnn2C2CC(O)C(CO)O2)c(=O)[nH]1 (configuration not stated)	-3.7	-1
O=C(NC1CC1)c1ccc(-c2ccc3nccn3c2)cc1	0.4	-115
COC(=O)[C@@]1(Cc2ccc(F)cc2)[C@H]2c3cc(C(=O)N(C)C)n(Cc4ccc(S(C)(=O)=O)cc4)c3C[C@H]2CN1C(=O)c1ccccc1	-3.0	-43
CC(=O)Nc1cccc(-c2ccnc3c2CC(C(=O)Nc2ccc4c(c2)OCO4)O3)c1 (configuration not stated)	-0.2	3
C[C@H](O)[C@@H]1CN2CCc3c([nH]c4ccccc34)[C@@H]2C[C@@H]1N(C)C(=S)Nc1ccc(C#N)cc1	1.9	-82
CCOC(=O)Cc1ccc(Nc2nc(NC)nc3ccsc23)cc1	-0.7	-363
CCCc1c(-c2ccc(F)cc2F)ncn1Cc1cccc(-c2ccccc2)c1	2.8	0
OC(c1ccccc1)(c1nc(-c2cc3ccccc3o2)cs1)C(F)(F)F (configuration not stated)	0.9	2
CC(C)(C)S(=O)N1Cc2cc(C(=O)N3CCc4ccccc4C3)nc(-c3cccc(-c4cccnc4)c3)c2[C@@H]1CCO (some centres not stated)	-0.4	2
CC(=O)C(=Cc1ccc(Cl)cc1)C(=O)c1ccccc1	-3.0	5
Cc1ccc(C)c(C(O)c2ncc(-c3ccc(Cl)cc3)[nH]2)c1 (configuration not stated)	1.9	9
CN(C)CCCNc1nc2cc(-c3cncnc3)sc2c(=O)n1C	-0.2	-72
COC(=O)[C@]12CCCCC=C1N(Cc1cccc3ccccc13)C(=O)[C@H](CC(=O)N1CCN(C(=O)C3CC3)CC1)C2	0.2	22
CCOC(=O)c1cc2cc(OC)ccc2n1C1CCN(C)CC1	1.5	-401
COc1ccc(-c2cnc3c(NC(C)=O)cc(-c4ccccc4CN(C)C)cn23)cc1OC	-0.2	i
CO[C@H]1CN(C)C(=O)c2cc(NC(=O)c3ccccc3)ccc2OC[C@H](C)NC[C@@H]1C	-2.6	15
O=C(Nc1ccc2c(c1)OCO2)C1Cc2c(-c3cccnc3)ccnc2O1 (configuration not stated)	0.2	2
Cn1c(NCCN2CCCC2)nc2cc(-c3ccsc3)sc2c1=O	-3.0	-43
COc1ccccc1Cn1c(C)c(C(=O)NCCC#N)sc1=O	-1.1	3
CC(=O)Nc1ccc(C(=O)N2CCCCC2c2cc(C(=O)NCc3ccc(F)cc3)no2)cc1 (configuration not stated)	-1.1	8
CC(C)c1ccc(C(=O)N2CCCC(c3cc(C(=O)NCc4ccccc4)no3)C2)cc1 (configuration not stated)	13	11
CCNC(=O)C1CCCN(C(=O)c2cccc(C#N)c2)CC1 (configuration not stated)	-0.3	6
Cc1ccc(Cn2cc(CN3CC(N4CCN(CCO)CC4)CS3(=O)=O)nn2)cc1 (configuration not stated)	-2.1	16

Profiles from above:
CC(=O)Nc1ccc(C(=O)N2CCCCC2c2cc(C(=O)NCc3ccc(F)cc3)no2)cc1 (configuration not stated) in the list: MPTP inh: -1.1; SENP8 inh: 8
CCNC(=O)C1CCCN(C(=O)c2cccc(C#N)c2)CC1 (configuration not stated) in the list: MPTP inh: -0.3; SENP8 inh: 6
